# Screening data as filed in PubChem BioAssay.
# LmPK inh = qHTS Assay for Inhibitors of Leishmania Mexicana Pyruvate Kinase (LmPK) | purified LmPK, Kinase-Glo ATP luminescence, 1 h | Potency, µM (doses to about 57.5 µM), for the others: at the highest dose activity change, negative = inhibition, usual class: inhibitors | hit rate 0.37% among 290,000 | AID 1721, 2009; further: potency means the concentration at half of the fitted maximal effect; on the % scale 0 is the no-effect control and ±100 the full control effect
#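 qHTS format; LmPK 0.1 nM; substrates PEP 0.5 mM and ADP 0.1 mM. One-hour room-temperature incubation, then coupled luciferase luminescence; 0.5 nM enzyme wells mark activation.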
# AMA1-RON2 inh = qHTS for Inhibitors of AMA1-RON; Towards Development of Antimalarial Drug Lead: Primary Screen; Plasmodium falciparum AMA1 (3D7) - RON2 peptide interaction; AlphaScreen AMA1-biotinylated RON2 peptide binding; Potency, µM (highest dose often 58.2 µM), without a hit: at the top dose activity change, negative = inhibition, actives largely listed as inhibitors; hit rate 0.2% among 360,000; AID 720542, 2013;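 further: potency means the concentration at half of the fitted maximal effect; 0% = vehicle wells and -100% = peptide control; nearly all actives have a fitted effect of over 45% in size; some results filed as inactive show a strong effect at the top dose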
#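 AMA1 (3D7) with his tag at 25 nM final met compounds first, then biotinylated RON2 peptide at 25 nM; detection used donor plus acceptor beads, 10 µg/mL apiece, read by AlphaScreen after 30 min at room temperature.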
# Tb PYK inh = qHTS of Trypanosoma Brucei Inhibitors | AID 624173, 2012 | Potency, µM (series often up to 76.8 µM), inactives show at the highest dose activity, negative = inhibition, usual class: inhibitors | TbPYK enzyme, Kinase-Glo Plus ATP luminescence, 45 min | hit rate 0.12% among 410,000 | pyruvate kinase (Trypanosoma brucei), Q57TT1; further: potency means the concentration at half of the fitted maximal effect; on the % scale 0 is the no-effect control and ±100 the full control effect; nearly all actives have a fitted effect of over 50% in size
#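 In this concentration-response screen, enzyme-free wells defined baseline while DMSO plates tracked drift. Each reaction combined TbPYK, substrate, compound and 130 uM ADP for 45 min at room temperature. Kinase-Glo Plus luminescence gave the signal.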
# Pf growth 96h = Primary qHTS for delayed death inhibitors of the malarial parasite plastid, 96 hour incubation; P. falciparum luciferase reporter growth, 96 h; Potency, µM (doses to about 28.7 µM), for inactives: at the top dose activity change, negative = inhibition, usual class: inhibitors; hit rate 6.9% among 320,000; AID 504834, 2011; further: potency means the concentration at half of the fitted maximal effect; on the % scale 0 is the no-effect control and ±100 the full control effect
#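 Parasite growth measured via integrated firefly luciferase reporter in P. falciparum. Infected erythrocytes at 2% hematocrit, 0.05% parasitemia final were treated 96 hours at 37 C under 5% CO2, and luminescence was read.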
# Pf growth 48h = Primary qHTS for delayed death inhibitors of the malarial parasite plastid, 48 hour incubation. P. falciparum luciferase growth in erythrocytes, 48 h. Potency, µM (series often up to 28.7 µM), without a hit: at the highest dose activity change, negative = inhibition, actives largely listed as inhibitors. hit rate 5.9% among 310,000; further: potency means the concentration at half of the fitted maximal effect; on the % scale 0 is the no-effect control and ±100 the full control effect
#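 A one-generation exposure of luciferase-tagged malaria parasites in RPMI 1640/Albumax erythrocyte culture, 37 C and 5% CO2. Inhibition is inferred from decreased luminescence after adding detection reagent.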
# Cycloheximide cs = Cycloheximide Counterscreen for Small Molecule Inhibitors of Shiga Toxin; AID 2314, 2010; hit rate 12% among 300,000; max response, %; cell reporter, cycloheximide protein synthesis inhibition counterscreen; in the data active means max response mostly above about 13%, no sharp cut-off; inactive means mostly below about 14%; further: read at 38.3 µM for the half of the compounds with a filed dose; 0% is about no effect
# Shiga toxin inh = A qHTS for Small Molecule Inhibitors of Shiga Toxin; inhibition, % at 38.7 µM; AID 2315, 2010; hit rate 9.2% among 290,000; Vero cells, Shiga toxin protein synthesis inhibition reporter; in the data active means inhibition mostly above about 28%, no sharp cut-off; inactive means mostly below about 43%; further: 0% is about no effect
# Numbers without * were called inactive; ? = inconclusive; . = no result given; [ ] = another dose, or the depositor's remark. Unless noted, the call rests on the fitted dose curve; in most records, active means well fitted curve in the direction sought with a large enough effect; inconclusive means small, poorly fitted or top-dose-only effect, or another doubt; inactive means no such curve, though single readings can be large; an effect the other way counts as inactive or inconclusive.
SMILES,LmPK inh,AMA1-RON2 inh,Tb PYK inh,Pf growth 96h,Pf growth 48h,Cycloheximide cs,Shiga toxin inh
O=C(CSCc1c(F)cccc1F)Nc1ccccc1,-1%,-3%,-5%,?,80%[activator],54*,116*
O=C(CCN1C(=O)/C(=C/c2ccccc2)SC1=S)N[C@@H](CO)Cc1ccccc1,-5%,-1%,0%,13µM*,1%,-10,-9
Cc1c(C=O)c2ccccc2n1Cc1ccc(F)cc1,4%,-7%,6%,21%,?,-3,-2
CN(C)/C=C/C1=CC(=O)CC(C)(C)C1,-2%,-4%,-1%,54%[activator],?,-2,60
COc1ccc(-c2c(C)oc3c(CN4CCOCC4)c(O)ccc3c2=O)cc1OC,0%,4%,4%,1%,-16%,-3,-6
CCOC(=O)c1c(NC(=O)CSc2nnc(Cc3csc(N)n3)n2C)sc(C)c1C,-7%,?,3%,18%,-14%,-1,9
CC1=C(C(=O)OCCCCCl)C(c2cc3c(cc2Br)OCO3)NC(=O)N1 (centres undefined),11%,70%[activator],-1%,?,-50%,-2,.
COc1ccc(OC)c(S(=O)(=O)Nc2cc3c(cc2N2CCCC2)n(C)c(=O)c(=O)n3C)c1,-2%,-7%,?,-23%,?,-4,-3
CCOc1ccc(C(C(=O)NC2CCCC2)N(CCCO)C(=O)c2ccc(-c3ccccc3)[nH]2)cc1 (centres undefined),1%,-25%,4%,11%,?,12,60*
CC1CCC2(CC1)NC(=O)N(CC(=O)NC(=O)Nc1ccc3c(c1)OCCO3)C2=O (centres undefined),1%,7%,-4%,-12%,30%,1,-2
Cc1ccc2nc(NC(=O)COC(=O)c3ccncc3)sc2c1,0%,5%,2%,13%,170%[activator],35*,66*
O=C(COC(=O)c1cc2ccccc2o1)c1ccccc1,0%,13%,-6%,?,9%,39*,117*
COc1ccccc1-c1cc(C(=O)N2CCCC2)no1,-10%,-3%,-8%,?,132%[activator],34*,84*
Cc1cccc(Oc2cc(N)cc([N+](=O)[O-])c2)c1,0%,1%,3%,51%[activator],37%[activator],1,-17
CC(Oc1ccc(Br)cc1Br)C(=O)Nc1cccnc1 (centres undefined),-8%,-5%,-8%,?,4%,-2,3
c1ccc(CNC2=NCCS2)cc1,2%,-8%,5%,.,-10%,-2,10
COc1cc2c3nnc(-c4ccc(F)cc4)c-3cn(Cc3ccccc3F)c2cc1OC,0%[11.5 µM],-7%,-1%,0.74µM*,0.37µM*,1,35
COc1ccc2c(c1)CC/C(=C/c1ccco1)C2=O,?,?,-5%,0%,247%[activator],56*,120*
COCCn1c(-c2ccccc2Cl)nc2c(c(=O)c3ccccc3n2C)c1=O,-1%,15%,0%,?,-19%,-3,-14
CCOC(=O)c1cnc(SCc2ccc(C(C)(C)C)cc2)nc1N,7%,2%,-24%,?,?,-1,-12
COc1ccc(NC(=O)c2cc(-c3ccccc3)on2)cc1OC,11%,-1%,-1%,-9%,49%[activator],7,.
CCOc1ccc(CCNC(=O)c2cccc(S(=O)(=O)N3CCN(C(C)=O)CC3)c2)cc1OCC,.,2%,-2%,-16%,?,.,.
O=C(CSc1ncn[nH]1)Nc1ncc(C(F)(F)F)cc1Cl,3%,19%,-3%,3%,8%,-2,13
COc1cccc2cccc(/C=N/n3cnnc3)c12,-4%,-1%,-3%,?,25%,2,2
Cc1cccc(C)c1NC(=O)C1(N(C(=O)c2ccccn2)c2ccc(O)cc2)CCCCC1,5%,8%,5%,?,-1%,-2,-13
Oc1ccc(-c2n[nH]c(C(F)(F)F)c2-c2ccccc2)c(O)c1,8%,16%,6%,32%[activator],-17%,0,-10
COc1ccc(NS(=O)(=O)c2cccc(C(=O)N3CCN(c4ccccc4O)CC3)c2)cc1,.,9%,-1%,?,?,.,.
O=[N+]([O-])c1ccc(O)c(/C=N/Nc2nn[nH]n2)c1,-1%,-94%,-8%,102%[activator],?,-2,24
COc1ccc2c3c1O[C@H]1[C@@H](O)C=C[C@H]4C(C2)NCCC341 (some centres undefined),.,.,-12%,0.17µM*,-12%,.,.
CN(C(=O)CN1C(=O)NC(C)(CCc2ccccc2)C1=O)c1ccccc1 (centres undefined),.,20%,-6%,39%[activator],-15%,.,.
O=C(CCNC(=O)c1ccco1)Nc1cccc(Br)c1,3%,23%,2%,?,?,3,-17
COc1ccc(Cn2nnnc2CN2CCc3ccccc3C2)cc1,2%,-9%,-1%,13µM*,.,-7,-15
CCc1nc(N2CCC3(CC2)OCCO3)c2nnn(Cc3ccccc3Cl)c2n1,-5%,-22%,-3%,-2%,?,6,-2
COc1cc2c(cc1OC)-c1cc3ccc4c(c3c[n+]1CC2)OCO4,-1%,-29%,-3%,0.15µM*,1µM*,-1,-9
CCS(=O)(=O)N1CCC(C(=O)Nc2cc([N+](=O)[O-])ccc2C)CC1,-5%,-6%,2%,108%[activator],42%[activator],1,-2
COc1ccc(C(=O)Nc2ccc(S(=O)(=O)Nc3nccc(C)n3)cc2)cc1,-2%,-8%,1%,-7%,3%,-5,-1
Cc1cccnc1CN1CCN(C(=O)CCc2nnc(CCc3ccccc3)o2)CC1,-1%,73%[activator],4%,?,15%,25*,74*
N#C/C(=C\c1c[nH]c2ccccc12)C(N)=O,6%,-1%,-9%,20%,28%,9.0*,27
CC1CCN(CCOc2ccccc2-c2ccccc2)CC1,-4%,-1%,17%,?,1%,-1,-3
C/C(=N/NC(=O)c1ccc(Br)o1)c1cccc(NC(=O)c2ccc(F)cc2)c1,-9%,8%,-4%,?,?,49*,120*

# Entries of single compounds from above. Values in the order: LmPK inh	AMA1-RON2 inh	Tb PYK inh	Pf growth 96h	Pf growth 48h	Cycloheximide cs	Shiga toxin inh
# Record of `COc1ccc(C(=O)Nc2ccc(S(=O)(=O)Nc3nccc(C)n3)cc2)cc1` = -2%	-8%	1%	-7%	3%	-5	-1
# Record of `CC(Oc1ccc(Br)cc1Br)C(=O)Nc1cccnc1` (centres undefined) = -8%	-5%	-8%	?	4%	-2	3
# Record of `c1ccc(CNC2=NCCS2)cc1` = 2%	-8%	5%	.	-10%	-2	10
# Record of `COc1ccc2c(c1)CC/C(=C/c1ccco1)C2=O` = ?	?	-5%	0%	247%[activator]	56*	120*
# Record of `Oc1ccc(-c2n[nH]c(C(F)(F)F)c2-c2ccccc2)c(O)c1` = 8%	16%	6%	32%[activator]	-17%	0	-10

# Remaining list, next part:
SMILES,LmPK inh,AMA1-RON2 inh,Tb PYK inh,Pf growth 96h,Pf growth 48h,Cycloheximide cs,Shiga toxin inh
COc1cccc(OC)c1C(=O)NCCSC1CCCCC1,4%,-6%,-12%,-41%,0%,-1,-4
COC(=O)C1=C(C)Nc2ncnn2C1c1ccccn1 (centres undefined),-1%,19%,7%,?,9%,3,36
Cc1c(Cl)cccc1NC(=O)CC1NCCNC1=O (centres undefined),-8%,65%[activator],-5%,-8%,-5%,-3,-9
CN1[C@@H]2CC[C@H]1CC(OC(=O)C(O)c1ccccc1)C2 (some centres undefined),.,11%,-5%,2%,-10%,.,.
COc1cc(NC(=O)CSc2ccc3c(c2)OCCO3)cc(OC)c1OC,1%,-5%,-12%,24%,-6%,8,-22
CSc1cccc(N/C(=N/S(=O)(=O)c2ccccc2)NN)c1,4%,50%[activator],0%,-10%,-6%,-2,-9
CC1CCC2(CC1)NC(=O)N(CC(=O)Nc1ccc(N3CCOCC3)cc1)C2=O (centres undefined),2%,-21%,-10%,47%[activator],8%,-4,-8
CCCCOc1ccc(C(=O)NCCc2ccccc2)cc1,0%,2%,6%,2.6µM*,27%,42*,91*
O=C(NCCCCC(NC(=O)c1ccc([N+](=O)[O-])cc1)C(=O)O)c1ccc([N+](=O)[O-])cc1 (centres undefined),1%,-16%,1%,1%,.,-3,-3
O=C1CC(C(=O)Nc2cccc3ccccc23)C2(CCCC2)O1 (centres undefined),-2%,-8%,-8%,1.5µM*,22%,10,12
O=C(CN1CCN(S(=O)(=O)/C=C/c2ccccc2)CC1)Nc1ccccc1N1CCOCC1,-1%,-10%,-1%,3.7µM*,?,-1,-6
COc1ccc(S(=O)(=O)N2CCN(Cc3ccccc3)CC2)c(C)c1,-1%,-1%,0%,?,-10%,1,-12
COc1ccc(C(=O)NNC2=NS(=O)(=O)c3ccccc32)cc1OC,1%,-7%,3%,53%[activator],36%[activator],-3,-6
O=C(Nc1ccccc1)NC1(C(=O)N2CCN(c3ncccn3)CC2)CCCCC1,-1%,31%,-1%,0%,13%,-2,-14
FC(F)Oc1ccc(NC(=S)NC2CCCCCCC2)cc1,-6%,38%[activator],-8%,?,?,34*,65*
CC(=O)Nc1ccc(S(=O)(=O)Nc2nc3ccccc3nc2Nc2ccc(O)c(C(=O)O)c2)cc1,-2%,59%[activator],-3%,18%,23%,-4,-10
COc1ccc2cc(CN(Cc3cccnc3)S(=O)(=O)c3ccccc3)c(=O)[nH]c2c1,4%,-5%,-8%,.,10µM*,-3,-13
Cc1c(OC(C)C(=O)NCC2CCC(C(=O)O)CC2)ccc2c3c(c(=O)oc12)CCCC3 (centres undefined),4%,8%,3%,?,-9%,-5,-12
O=C(c1cccs1)N1CCC(C(=O)N2CCN(Cc3ccc4c(c3)OCO4)CC2)CC1,-1%,4%,1%,23%,11%,-2,2
COC(=O)c1ccc(N/C=C\C(=O)c2ccc3c(c2)OCO3)cc1,1%,0%,2%,-1%,155%[activator],18*,57*
COc1ccc(NS(=O)(=O)c2ccc3c(c2)NC(=O)CO3)cc1,6%,-5%,-1%,11%,-19%,-1,21
CCN1CCc2nc(N)sc2C1,2%,3%,?,-5%,-3%,-2,-32
Cc1ccc(NP(=O)(c2ccccc2)c2nc3ccccc3s2)cc1 (centres undefined),0%,-15%,1%,26%,-2%,31*,62*
CC1=CC(=O)c2c(O)ccc(O)c2C1=O,-20%,.,.,?,?,1,-9
Cc1cccc(Nc2ccccc2C(=O)NCc2ccco2)c1C,4%,-21%,3%,?,?,-4,32
O=C(Nc1sc2c(c1C(=O)N1CCOCC1)CCCCC2)c1cccnc1,6%,-5%,-12%,3%,19%,1,-8
CCCS(=O)(=O)c1c(S(=O)(=O)CCC)c2c(N)cccn2c1C(=O)OC,1%,22%,-28%,0%,-11%,-4,-6
CCCCC(=O)Nc1nn(CC(C)C)c2nc3ccccc3cc12,1%,28%,4%,-3%,?,-1,-13
CCc1ccc(N2CC(C(=O)OCc3csc(CC(=O)Nc4ccccc4C)n3)CC2=O)cc1 (centres undefined),.,-1%,1%,24%,-14%,.,.
COc1ccc(CCNC(=O)c2cccnc2)cc1,5%,2%,-18%,.,6%,0,-4
CN(CC(=O)NCCCc1ccccc1)Cc1ccc(Br)cc1,-1%,?,16%,31%[activator],19%,-4,-3
